# Screens deposited in PubChem by National Center for Advancing Translational Sciences (NCATS).
# HCV inh = HCV inhibition; Huh7.5.1 HCVcc-Cre infection, luciferase reporter, 44 h; Potency, µM (highest dose often 41.8 µM), for the others: at the highest dose activity change, negative = inhibition, most hits filed as inhibitors; 340,000 compounds, 3.4% hits; AID 651820
#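 HCVcc-Cre virus at an moi near 0.5 was added right after compound to cells cultured 4 h from seeding (1,000 cells/well). Luciferase activity was determined 44 h later, 15 min after substrate addition at RT.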
# TbPYK inhibitor = T. brucei pyruvate kinase inhibition; 410,000 compounds, 0.12% hits; Potency, µM (titrated, usually from 76.8 µM), without a hit: at the highest dose activity, negative = inhibition, most hits filed as inhibitors; AID 624173; Q57TT1; TbPYK enzyme, Kinase-Glo Plus ATP luminescence, 45 min; note: nearly all actives have a fitted effect of over 50% in size
#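 ADP (130 uM final) triggers the TbPYK reaction after compound addition; incubation is 45 min at room temperature. Kinase-Glo Plus is then added and luminescence imaged. Normalized data are fitted to concentration-effect curves.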
# LmPK inhibitor = LmPK (Leishmania mexicana) enzyme inhibition; purified LmPK, Kinase-Glo ATP luminescence, 1 h; Potency, µM (highest dose often 57.5 µM), inactives show at the highest dose activity change, negative = inhibition, actives largely listed as inhibitors; Q27686; 290,000 compounds, 0.37% hits; AID 1721
# Target sequence (Q27686 whole entry, looked up): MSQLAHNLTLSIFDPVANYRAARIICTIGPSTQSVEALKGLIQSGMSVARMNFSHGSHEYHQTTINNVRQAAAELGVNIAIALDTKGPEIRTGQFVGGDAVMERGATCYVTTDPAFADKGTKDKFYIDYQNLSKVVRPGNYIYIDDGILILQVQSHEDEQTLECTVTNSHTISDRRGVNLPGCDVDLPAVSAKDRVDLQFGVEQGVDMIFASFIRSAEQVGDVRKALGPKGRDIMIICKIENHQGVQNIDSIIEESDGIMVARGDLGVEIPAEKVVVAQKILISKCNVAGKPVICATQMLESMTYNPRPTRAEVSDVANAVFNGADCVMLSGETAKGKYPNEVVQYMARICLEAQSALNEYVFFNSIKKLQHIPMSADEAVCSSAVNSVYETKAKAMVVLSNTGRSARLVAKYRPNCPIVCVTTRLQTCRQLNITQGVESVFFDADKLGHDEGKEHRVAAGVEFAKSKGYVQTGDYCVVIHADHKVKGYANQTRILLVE
#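 Screened at intermediate enzyme activity to detect both inhibitors and activators: LmPK at 0.1 nM, with a 0.5 nM enzyme column as activation reference. PEP 0.5 mM, ADP 0.1 mM; ATP detected by luminescence after 1 h.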
# Pf growth 96h = inhibits malaria parasite growth, 96 h; P. falciparum luciferase reporter growth, 96 h; Potency, µM (doses to about 28.7 µM), inactives show at the highest dose activity change, negative = inhibition, actives largely listed as inhibitors; 320,000 compounds, 6.9% hits; AID 504834
#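 P. falciparum expressing integrated firefly luciferase grown in erythrocytes (2% hematocrit, 0.05% parasitemia final) with compounds for 96 hours at 37 C, 5% CO2. Growth inhibition read as loss of luminescence after adding luciferase detection reagent.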
# Pf growth 48h = P. falciparum growth inhibition at 48 hours (one generation); P. falciparum luciferase growth in erythrocytes, 48 h; Potency, µM (titrated, usually from 28.7 µM), inactives show at the highest dose activity change, negative = inhibition, actives largely listed as inhibitors; 310,000 compounds, 5.9% hits; AID 504832
#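 Firefly luciferase activity from engineered P. falciparum reports growth; inhibitors lower the luminescent signal. Cultures contained 2% hematocrit erythrocytes at 0.1% final parasitemia.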
# Sm TGR block = inhibitors of Schistosoma mansoni thioredoxin glutathione reductase; purified TGR, DTNB reduction, TNB absorbance 405 nm; Q962Y6; Potency, µM (doses to about 114 µM), without a hit: at the highest dose activity change, negative = inhibition, most hits filed as inhibitors; 360,000 compounds, 3% hits; note: nearly all actives have a fitted effect of over 60% in size
#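 Kinetic colorimetric format: TGR-catalysed, NADPH-driven DTNB reduction monitored via TNB absorbance. Enzyme dispensed at 20 nM; compound exposure 15 min at room temperature before reaction start.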
# * = called active by the depositor; i = inactive; ? = inconclusive; / = not tested or not shown; & = joins results of further samples; [ ] = another dose, or the depositor's remark. Calls come from the whole dose curve; as a rule, active = well fitted curve in the direction sought with a large enough effect; inconclusive = small, poorly fitted or top-dose-only effect, or another doubt; inactive = no such curve, though single readings can be large; an effect the other way counts as inactive or inconclusive. % is set by controls: 0 for no effect and ±100 for the full control effect; potency is the fitted concentration of half-maximal effect.
# Start of the listing, in advance, 3 compounds:
SMILES,HCV inh,TbPYK inhibitor,LmPK inhibitor,Pf growth 96h,Pf growth 48h,Sm TGR block
CCc1ccc2nc(N)sc2c1,12%,-1%,-12%,256%[activator],i,9%
COc1cc2[nH]c(=O)n(Cc3ccc(C(=O)NC4CCCC4)cc3)c(=O)c2cc1OC,13%,3%,15%,?,/,3%
C=CCOc1cccc(CNCc2cccnc2)c1,6%,3%,-3%,?,8%,-23%

# The list itself, from the start:
SMILES,HCV inh,TbPYK inhibitor,LmPK inhibitor,Pf growth 96h,Pf growth 48h,Sm TGR block
CCc1ccc2nc(N)sc2c1,12%,-1%,-12%,256%[activator],i,9%
COc1cc2[nH]c(=O)n(Cc3ccc(C(=O)NC4CCCC4)cc3)c(=O)c2cc1OC,13%,3%,15%,?,/,3%
C=CCOc1cccc(CNCc2cccnc2)c1,6%,3%,-3%,?,8%,-23%
O=C1C=C(O)CC(c2ccco2)C1 (stereo not given),17%,0%,14%,7%,-5%,-24%
O=C(NCc1nnc2c(C(F)(F)F)cc(Cl)cn12)c1ccc(Br)o1,8%,-3%,-3%,-19%,-5%,-22%
NNc1nncc2ccccc12,/,-8%[33.2 µM],/,?,?,/
COc1ccc(NC(=O)C(Cl)=C(Cl)Cl)cn1,10µM*,3%,4%,?,?,1%
CCCOc1ccc(N2C(=O)CC(N3CCCC(C(=O)N4CCCC4)C3)C2=O)cc1 (stereo not given),?,-12%,2%,16%,14%,35µM*
CCOC(=O)C1(c2csc(N)n2)COC(=O)C1 (stereo not given),18%,-17%,-3%,/,8%,0%
Nc1nc(CSc2nc3ccccc3[nH]2)cs1,-10%,1%,-8%,25%,118%[activator],?
C/C(N)=C(\C#N)C(=O)NCCc1ccccn1,12%,-1%,-8%,?,2%,-4%
Cc1nn(-c2ccccc2)c2sc(C(=O)NNC(=O)COc3ccccc3)cc12,-26%,-14%,3%,11%,6%,-2%
Nc1ccc2nc[nH]c2c1,-10%,-2%,-2%,2%,4%,0%
Cc1ccc(NC(=O)CCc2ccc(S(=O)(=O)NC3CCCCC3)cc2)cc1,?,5%,8%,?,?,4%
Cc1cc(C(=O)NNC(=O)Cc2ccc(Cl)cc2)c(C)o1,5%,2%,/,-13%,3%,4%
Cc1cc(C)cc(NC(=O)N2CCC(C(=O)c3ccc(F)cc3)CC2)c1,?,-4%,15%,32%[activator],?,2%
COCCCNC(=O)Cn1c(=O)n(CC(=O)NCCc2ccc(OC)c(OC)c2)c(=O)c2sccc21,3%,-1%,0%,87%[activator],9%,9%
CC(=O)c1ccc(N2CCN(C(=O)C3CCN(S(=O)(=O)c4ccc(F)cc4)CC3)CC2)cc1,13%,3%,/,?,?,10%
COc1cc(C(=O)Nc2c(C(=O)O)[nH]c3ccc(C)cc23)cc(OC)c1OC,13%,-3%,1%,-11%,-25%,-17%
CCC(=Nc1cc(OC)ccc1OC)c1c(O)[nH]c(=O)[nH]c1=O,-13%,-5%,0%,71%[activator],0%,0%
O=C(CCCN1C(=O)/C(=C\c2ccccc2)SC1=S)Nc1ccc(C(=O)O)cc1,6%,-3%,-2%,-21%,?,2%
O=C(c1ccc(Cl)c([N+](=O)[O-])c1)N(Cc1ccc(F)cc1)C1CCS(=O)(=O)C1 (stereo not given),-16%,-7%,-1%,?,-5%,-16%
CCN1CCN(C(c2ccc(OC)cc2)c2nnnn2Cc2ccc3c(c2)OCO3)CC1 (stereo not given),-22%,0%,1%,?,1%,/
Cc1ccc(-c2cc(-c3nnc(SCC(=O)NC(C)C(C)C)n3N)c3ccccc3n2)cc1 (stereo not given),-20%,-4%,0%,?,?,0%
COc1ccc(S(=O)(=O)N2CCN(C(=S)NCC3CCCO3)CC2)cc1OC (stereo not given),-3%,-3%,-4%,-5%,1.9µM*,2%
# The list continues.
SMILES,HCV inh,TbPYK inhibitor,LmPK inhibitor,Pf growth 96h,Pf growth 48h,Sm TGR block
c1ccc(-c2cn3nc4c(nc3n2)CCCC4)cc1,-7%,?,0%,19%,/,-15%
O=C(CN1C(=O)C2C3C=CC(C3)C2C1=O)N1CC=C(c2ccccc2)CC1 (stereo not given),1%,0%,7%,43%[activator],41%[activator],-11%
COc1ccc(-c2csc3ncn(Cc4ccccc4)c(=O)c23)cc1,?,2%,5%,-12%,0%,20%
CNC(=O)c1nnsc1S(=O)(=O)c1ccc(Cl)cc1,?,-3%,1%,?,?,0.28µM*
Cc1ccc(C)c(S(=O)(=O)N2CCN(CC(=O)Nc3ccc([N+](=O)[O-])cc3)CC2)c1,?,-8%,5%,10µM*,-29%,0%
S=c1[nH]c(-c2ccccc2)cn1/N=C/c1ccccc1Br,?,?,-5%,?,?,-14%
COc1ccccc1NS(=O)(=O)c1cccs1,9%,1%,5%,?,/,4%
CCn1c(SCc2cccc(C(F)(F)F)c2)nnc1-c1ccco1,-3%,-20%,1%,?,?,28µM*
COCCn1c(SCC(=O)N2CCCCC2)nc2c(c1=O)SC(C)C2 (stereo not given),27%,-5%,-1%,?,?,2%
Cc1ccc(C(=O)C(C)[n+]2cccc(C(N)=O)c2)cc1 (stereo not given),7%,1%,15%,8%,11%,-35%
NC(=O)c1ccsc1NC(=O)COC(=O)Cc1ccccc1Cl,-19%,-5%,/,10%,?,2%
COc1ccc(-c2nnn(CC(=O)N(CC(=O)NC3CCCC3)Cc3cccs3)n2)cc1OC,?,-5%,-1%,/,-22%,-1%
C[C@@H]1CC[C@@]2(O[C@H](CCO)C[C@H](O)[C@H]2O)O1,41%[activator],1%,-1%,-31%,52%[activator],-2%
COc1ccc(Cl)cc1S(=O)(=O)Nc1ccc2c(c1)n(C)c(=O)n2C,?,6%&-2%,-5%,20%,-24%,-5%&3%
COc1ccccc1NC(=O)c1ccc2c(c1)C(=O)N(c1ccccc1OC)C2=O,22%,-3%,-2%,0%,11%,0%
Cc1ccc(CN(C(=O)COc2ccc([N+](=O)[O-])cc2)C2CCS(=O)(=O)C2)o1 (stereo not given),6%,-4%,2%,10%,2%,-36%
N#Cc1c2n(c(=O)[nH]c1=O)CCCCC2,34%[activator],-9%,2%,-1%,13%,-9%
COc1ccc(CN2C(=O)C(C)=C(C)C2OC)cc1 (stereo not given),19%,-6%,1%,-2%,?,47%[activator]
O=C(CSc1ccc(Cl)cc1)NC1=NN(c2ccccc2)C(=O)C1,12%,1%,3%,0%,-6%,-3%
CCOc1ccc(N(C(C)C(=O)NCc2ccco2)S(C)(=O)=O)cc1 (stereo not given),7%,-3%,1%,6%,/,45µM*
O=C(c1ccccc1)c1cccn1CC(=O)N1CCCCCC1,-5%,-4%,-6%,124%[activator],1%,1%
NCCc1c[nH]c2ccc(C(N)=O)cc12,-17%,-3%,/,10%,?,-11%
Cc1cc(=O)[nH]c(Nc2cccc(F)c2)n1,?,0%,1%,103%[activator],0%,-5%
Cc1ccc(OCC(=O)N2c3ccccc3NC(=O)C2(C)C)c([N+](=O)[O-])n1,18%,-2%,15%,-5%,-9%,-8%
Cc1ccc(C(=O)c2oc3nc(C)cc(C)c3c2N)cc1,6%,-27%,0%,-18%,-7%,-3%
# (next part)
SMILES,HCV inh,TbPYK inhibitor,LmPK inhibitor,Pf growth 96h,Pf growth 48h,Sm TGR block
Cc1nnc(NC(=O)CSc2nnc(CC(=O)Nc3ccccc3C)n2C)s1,-1%,-3%,-10%,-4%,-8%,-1%
CCN(CC)CCN1C(=O)C(=O)/C(=C(/O)c2c(C)[nH]c(C(=O)OC)c2C)C1c1cccnc1 (stereo not given),3%&14%,1%,6%,0%,?,3%
CN(CCC(=O)Nc1ccc(Cl)cc1)Cc1ccccc1,-3%,1%,-2%,-13%,2%,-7%
CC1(C)CC(=O)NC=C(c2ccccc2)C1,15%,-6%,0%,-11%,4%,0%
CCOC(=O)CSc1nc2ccccc2c(=O)n1-c1ccc(C)cn1,?,-5%,0%,19%,1%,6%
COc1ccc(C(=O)NC2CC2)cc1OC1CCN(Cc2ccccc2)CC1,10%,-3%,-2%,?,-15%,1%
Oc1ccc(Cl)cc1CNCC1CCCCC1,-15%,-5%,/,12µM*,1.9µM*,-7%
O=C(Nc1ccccc1C(=O)Nc1ccc(F)cc1)c1ccco1,-26%,-2%,-3%,10%,117%[activator],-3%
Cc1cc(NCc2ccccn2)n2nc(C)c(-c3ccccc3)c2n1,1.6µM*,3%,6%,2.1µM*,1.7µM*,1%
CCOc1ccc(C(=O)NCCC(=O)N2CCC3(CC2)NCCc2[nH]cnc23)cc1,28%,-2%,2%,8%,1%,3%
Cn1c(C(=O)NCCCN2CCN(c3cccc(Cl)c3)CC2)cc2c(=O)n(C)c3ccccc3c21,?,1%,5%,?,-11%,-17%
COc1ccc(CCNC(=O)COC(=O)Cn2cnc3ccccc32)cc1OC,5%,2%,-1%,14%,-4%,-2%
Cc1cc(NC(=O)COc2ccc(C(C)(C)C)cc2)no1,-1%,-5%,1%,28%,17%,3%
Cc1cc(C)cc(NS(=O)(=O)c2ccc(NC(=S)NC(=O)c3ccc(Br)o3)cc2)c1,?,-7%,1%,/,?,-18%
CCc1nn(-c2cc(Oc3ccccc3)nc(-c3ccccc3)n2)c(N)c1C#N,6%,-1%,-7%,/,5%,-9%

# One compound at a time, as listed above. Order of screens: HCV inh, TbPYK inhibitor, LmPK inhibitor, Pf growth 96h, Pf growth 48h, Sm TGR block
# `C/C(N)=C(\C#N)C(=O)NCCc1ccccn1` across the screens: 12%, -1%, -8%, ?, 2%, -4%
# `CCOC(=O)CSc1nc2ccccc2c(=O)n1-c1ccc(C)cn1` across the screens: ?, -5%, 0%, 19%, 1%, 6%
# `Cc1ccc(C(=O)C(C)[n+]2cccc(C(N)=O)c2)cc1` (stereo not given) across the screens: 7%, 1%, 15%, 8%, 11%, -35%
# `Nc1ccc2nc[nH]c2c1` across the screens: -10%, -2%, -2%, 2%, 4%, 0%
# `N#Cc1c2n(c(=O)[nH]c1=O)CCCCC2` across the screens: 34%[activator], -9%, 2%, -1%, 13%, -9%

# Given with values under each structure: entries from further up
# Values run as follows: HCV inh	TbPYK inhibitor	LmPK inhibitor	Pf growth 96h	Pf growth 48h	Sm TGR block
Oc1ccc(Cl)cc1CNCC1CCCCC1
 : -15%	-5%	/	12µM*	1.9µM*	-7%
COc1ccc(C(=O)NC2CC2)cc1OC1CCN(Cc2ccccc2)CC1
 : 10%	-3%	-2%	?	-15%	1%

# A different layout for 4 compounds above:
# Screens in order: HCV inh	TbPYK inhibitor	LmPK inhibitor	Pf growth 96h	Pf growth 48h	Sm TGR block
> Cc1nnc(NC(=O)CSc2nnc(CC(=O)Nc3ccccc3C)n2C)s1
→ -1%	-3%	-10%	-4%	-8%	-1%
> O=C(Nc1ccccc1C(=O)Nc1ccc(F)cc1)c1ccco1
→ -26%	-2%	-3%	10%	117%[activator]	-3%
> CCOC(=O)CSc1nc2ccccc2c(=O)n1-c1ccc(C)cn1
→ ?	-5%	0%	19%	1%	6%
> CN(CCC(=O)Nc1ccc(Cl)cc1)Cc1ccccc1
→ -3%	1%	-2%	-13%	2%	-7%
